Compound activity from PubChem BioAssay.
GCN5L2 inh: GCN5L2 (KAT2A) acetyltransferase inhibition; Potency, µM (doses to about 58.9 µM), without a hit: at the highest dose activity change, negative = inhibition, actives largely listed as inhibitors; actives 0.21% (n = 390,000); GCN5L2 HAT assay, ThioGlo1 CoA-SH fluorescence; AID 504327; Q92830
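GCN5L2 (20 nM) in 50mM HEPES pH 7.5, 0.1mM EDTA, 0.01% Tween-20 preincubated 15 min with compounds at room temperature. Reaction started with H3(1-25) 75uM, acetyl-CoA 70uM, ThioGlo1 50uM; CoA-thiol fluorescence (Ex340/Em540) read at 0 and 20 min.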
FEN1 inhibitor: human FEN1 inhibition; P39748; Recombinant FEN1 flap cleavage, fluorescence, 15 min; Potency, µM (top dose mostly 114 µM), inactives show top-dose activity change, negative = inhibition, hits mostly inhibitors; actives 0.35% (n = 390,000); AID 588795; note: nearly all actives have a fitted effect of over 65% in size
Target sequence (P39748 whole entry, looked up): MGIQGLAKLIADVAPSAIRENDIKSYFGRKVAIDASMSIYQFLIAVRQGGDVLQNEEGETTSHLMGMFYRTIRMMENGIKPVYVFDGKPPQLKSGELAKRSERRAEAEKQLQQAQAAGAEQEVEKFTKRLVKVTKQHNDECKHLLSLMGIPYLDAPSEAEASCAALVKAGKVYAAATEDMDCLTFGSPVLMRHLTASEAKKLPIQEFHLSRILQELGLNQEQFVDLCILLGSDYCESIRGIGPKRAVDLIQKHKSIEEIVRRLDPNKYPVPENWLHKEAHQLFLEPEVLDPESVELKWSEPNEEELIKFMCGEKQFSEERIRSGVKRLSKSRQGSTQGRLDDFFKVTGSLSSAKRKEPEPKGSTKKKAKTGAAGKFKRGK
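Potency values derive from four-parameter Hill fits of normalized qHTS data. The reaction used 10 nM FEN1 preincubated 15 min at room temperature with compound, then 50 nM DNA substrate, read at 0 and 15 min.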
N370S GC mod: inhibitors or activators of N370S glucocerebrosidase for Gaucher disease; N370S GC spleen homogenate, 4MU-glucoside fluorescence; Potency, µM (titrated, usually from 59.4 µM), for the others: at the top dose activity change, negative = inhibition, hits mostly inhibitors; actives 0.092% (n = 330,000);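 note: 0% = full enzyme activity and -100% = no enzyme basal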
* marks the source's active call; other numbers are inactive results; & = joins results of further samples; [ ] = remark or other dose. Calls come from the whole dose curve; as a rule, active = well fitted curve in the direction sought with a large enough effect; inconclusive = small, poorly fitted or top-dose-only effect, or another doubt; inactive = no such curve, though single readings can be large; an effect the other way counts as inactive or inconclusive. Unless noted, % is set by controls: 0 for no effect and ±100 for the full control effect; potency is the fitted concentration of half-maximal effect.

For CCOC(=O)c1c(C)n(C)c2ccc(OC)c(NC(=O)CN3CCCCC3)c12 the results were GCN5L2 inh 36%[activator], FEN1 inhibitor 1% and N370S GC mod 7%.
COc1ccc(Nc2cc(C)nc3ccccc23)cc1 was read as FEN1 inhibitor -10% and N370S GC mod -1%.
`NC(=O)CSc1nnnn1CC(CC(=O)O)c1ccccc1` (centres undefined) gave GCN5L2 inh -3%, FEN1 inhibitor 1% and N370S GC mod 9%.
Cc1ccc(C)c(S(=O)(=O)N2CCCC2CNC(=O)C(=O)NCCc2ccco2)c1 (centres undefined) was read as GCN5L2 inh 1%, FEN1 inhibitor 7% and N370S GC mod -1%.
Screening Cc1cc(C)c(NC(=O)CC(=O)c2ccccc2)c(Cl)c1 returned GCN5L2 inh -16%, FEN1 inhibitor -2% and N370S GC mod -10%.
For CCCCN(c1ccccc1)S(=O)(=O)c1ccc2c(c1)CCN2C(=O)CCC(=O)O the results were GCN5L2 inh 0%, FEN1 inhibitor -2% and N370S GC mod 2%.
For O=C(CC1COc2ccccc2O1)NCc1ccccc1 (centres undefined) the results were GCN5L2 inh -9%, FEN1 inhibitor -13% and N370S GC mod -1%.
For COc1ccc(NC(=O)C2CCCN(S(=O)(=O)c3cn(C)cn3)C2)cc1Cl (centres undefined) the results were GCN5L2 inh -1% and FEN1 inhibitor 13%.
Screening CCOCCCN(Cc1ccco1)S(=O)(=O)c1csc(C(N)=O)c1 returned GCN5L2 inh -6%, FEN1 inhibitor 8% and N370S GC mod -3%.
O=C(CSc1cn(CC(=O)N2CCCCC2)c2ccccc12)Nc1ccc(C(F)(F)F)cc1 was read as GCN5L2 inh -4% and FEN1 inhibitor 15%.
Screening COc1ccc(NC(=O)CCCN2C(=O)CCn3nc(-c4cn(C)c5ccccc45)cc32)cc1OC returned GCN5L2 inh -3% and FEN1 inhibitor -7%.
Screening O=C(CNC(=S)NC(=O)c1ccccc1)c1ccccc1 returned GCN5L2 inh -3%, FEN1 inhibitor -15% and N370S GC mod -8%.
For CCC1=C(c2ccc(C)cc2)S(=O)(=O)N=C1N1CCC(C(=O)Nc2ccccc2C(=O)OC)CC1 the results were GCN5L2 inh -10% and FEN1 inhibitor -6%.
Screening CC1CC(C)CN(C(=O)CCNS(=O)(=O)c2cccs2)C1 (centres undefined) returned GCN5L2 inh 1%, FEN1 inhibitor 0% and N370S GC mod -3%.
For CC[C@H](C)[C@H](NC(=O)[C@H](Cc1ccccc1)NC(=O)[C@H](C)NC(=O)[C@H](CC(=O)O)NC(=O)[C@H](CCCCN)NC(=O)[C@H](CO)NC(=O)[C@@H]1CCCN1C(=O)[C@@H]1CCC(=O)N1)C(=O)NCC(=O)N[C@@H](CC(C)C)C(=O)N[C@@H](CCSC)C(N)=O the results were GCN5L2 inh 0% and N370S GC mod -3%.
For CCOC(=O)c1sc2nc(N3CCOCC3)c3c(c2c1N)CCCC3 the results were GCN5L2 inh -3%, FEN1 inhibitor 2% and N370S GC mod 12%.
`Cc1[nH]c2ccccc2c1CCN(Cc1cccnc1)C(=S)Nc1ccc(F)cc1` gave GCN5L2 inh -9%, FEN1 inhibitor -19% and N370S GC mod -1%.
Screening CCCCNC(=O)C1CCCN1C(=O)NC1CCCCC1 (centres undefined) returned GCN5L2 inh -2%, FEN1 inhibitor -2% and N370S GC mod 2%.
`COCCCN1C(=O)C(=O)/C(=C(/O)c2ccc(OC)cc2)C12C(=O)N(C)c1ccccc12` (centres undefined) gave GCN5L2 inh -9%, FEN1 inhibitor -6% and N370S GC mod 2%.
Screening CC1CC(=O)N(CC(=O)Nc2ccc(F)cc2)c2ccccc2S1(=O)=O (centres undefined) returned GCN5L2 inh -2%, FEN1 inhibitor 20% and N370S GC mod inconclusive.
`CCC(=O)N1CCc2cc(S(=O)(=O)N3CCCCCC3)ccc21` gave GCN5L2 inh 1%, FEN1 inhibitor 16% and N370S GC mod -6%.
C#CCOCCOCCOCCNc1nc(N2CCN(C(=O)[C@H](CCCCN)n3cc([C@@H](N)[C@H](C)CC)nn3)CC2)nc(N2CCN(C(=O)[C@H](CCC(=O)O)n3cc([C@@H](N)CCSC)nn3)CC2)n1 was read as GCN5L2 inh 2% and FEN1 inhibitor -5%.
For COc1ccc(N2CCN(C(=O)c3cccc(S(=O)(=O)N4CCCc5ccccc54)c3)CC2)cc1 the results were GCN5L2 inh -1% and FEN1 inhibitor 8%.
`COc1ccc(-c2cc(C)no2)cc1S(=O)(=O)Nc1ccccc1` gave GCN5L2 inh -7%, FEN1 inhibitor -8% and N370S GC mod -9%.
For COC(CNC(=O)CC1C(=O)N(Cc2ccccc2)C(C)c2nc3ccccc3n21)OC (centres undefined) the results were GCN5L2 inh -5%, FEN1 inhibitor -4% and N370S GC mod inconclusive.
`COc1ccc(OCCCC(=O)NNC(=O)CCN2CCN(c3ccccc3)CC2)cc1` gave GCN5L2 inh -2%, FEN1 inhibitor 13% and N370S GC mod -3%.
`CCOc1ccccc1NC(=S)Nc1ccc(S(N)(=O)=O)cc1` gave GCN5L2 inh -5%, FEN1 inhibitor 9% and N370S GC mod 3%.
Cc1ccccc1-c1noc(-c2cccnc2NCc2ccco2)n1 was read as GCN5L2 inh -1% and FEN1 inhibitor 1%.
Cc1ccccc1N(C(=O)c1csnn1)C(C(=O)NC1CCCC1)c1ccncc1 (centres undefined) was read as GCN5L2 inh -8%, FEN1 inhibitor 4% and N370S GC mod -3%.
`COc1ccc(OCCC(=O)NC2CCCCC2)cc1` gave GCN5L2 inh -9%, FEN1 inhibitor -4% and N370S GC mod 6%.

Arranged by SMILES length (rising): some entries from above
Cc1ccccc1-c1noc(-c2cccnc2NCc2ccco2)n1 was read as GCN5L2 inh -1% and FEN1 inhibitor 1%.
Screening CC1CC(=O)N(CC(=O)Nc2ccc(F)cc2)c2ccccc2S1(=O)=O (centres undefined) returned GCN5L2 inh -2%, FEN1 inhibitor 20% and N370S GC mod inconclusive.
`COc1ccc(OCCCC(=O)NNC(=O)CCN2CCN(c3ccccc3)CC2)cc1` gave GCN5L2 inh -2%, FEN1 inhibitor 13% and N370S GC mod -3%.

Following part
For Cc1nnc2ccc(N3CCN(c4cccc(C(F)(F)F)c4)CC3)nn12 the results were GCN5L2 inh -7%, FEN1 inhibitor -16% and N370S GC mod 4%.
O=C(CN1C(=O)COc2ccc(S(=O)(=O)N3CCCC3)cc21)NC1CC1 was read as GCN5L2 inh 0%, FEN1 inhibitor 5% and N370S GC mod 9%.
Screening CC(=O)Nc1ccc(CC(=O)NCCC(c2ccccc2)c2ccccc2)cc1 returned GCN5L2 inh -3%, FEN1 inhibitor -13% and N370S GC mod -2%.
CCOC(=O)c1ccc(NC(=O)CSc2nccn2C)cc1 was read as GCN5L2 inh 2%, FEN1 inhibitor 7% and N370S GC mod 7%.
Screening C=C1CCN([C@H](C(=O)NCc2ccc(Cl)c(Cl)c2)C(C)C)S(=O)(=O)c2ccccc21 returned GCN5L2 inh -12%, FEN1 inhibitor 7% and N370S GC mod 3%.
Screening CCn1c(C)nc2cc(C(=O)N/N=C/c3ccccc3)ccc21 returned GCN5L2 inh -5%, FEN1 inhibitor -2% and N370S GC mod -1%.
Screening CCOC(=O)c1ccc(-n2cccc2/C=C2\NC(=O)NC2=O)cc1 returned GCN5L2 inh 0% and FEN1 inhibitor -15%.
O=C1C2C(C(=O)N1CC1CCCO1)C1C=CC2C12CC2 (centres undefined) was read as FEN1 inhibitor -7% and N370S GC mod -2%.
For Cc1cc(NC(=O)c2ccc(S(=O)(=O)N(C)CC3CCCO3)cc2)no1 (centres undefined) the results were GCN5L2 inh -6%, FEN1 inhibitor 1% and N370S GC mod -3%.
Cc1ccc2[nH]c(=O)c3cc(C(=O)N4CCN(C(=O)c5ccco5)CC4)sc3c2c1 was read as GCN5L2 inh -6%, FEN1 inhibitor 11% and N370S GC mod -2%.
Screening CC(C)CC1(C)NC(=O)N(CC(=O)Nc2ccc3c(c2)CCC3)C1=O (centres undefined) returned GCN5L2 inh -3%, FEN1 inhibitor -1% and N370S GC mod 8%.
Screening Cc1ccc(-n2[nH]c(=O)c3cccnc32)cc1 returned GCN5L2 inh -13%, FEN1 inhibitor -3% and N370S GC mod 2%.
c1cc[n+](CCCC[n+]2ccccc2)cc1 was read as GCN5L2 inh -26%, FEN1 inhibitor 15% and N370S GC mod -10%.
`O=C(Nc1ccccc1)C1CCCN1C(=O)Nc1ccccc1[N+](=O)[O-]` (centres undefined) gave GCN5L2 inh -10%, FEN1 inhibitor -6% and N370S GC mod 2%.
Screening N#C/C(=C\c1c[nH]c2ccccc12)C(=O)NC1CCCC1 returned GCN5L2 inh -10%, FEN1 inhibitor -2% and N370S GC mod inconclusive.

Compounds from the list above containing a furan ring, fused or not:
Cc1ccc(C)c(S(=O)(=O)N2CCCC2CNC(=O)C(=O)NCCc2ccco2)c1 (centres undefined) was read as GCN5L2 inh 1%, FEN1 inhibitor 7% and N370S GC mod -1%.
Screening CCOCCCN(Cc1ccco1)S(=O)(=O)c1csc(C(N)=O)c1 returned GCN5L2 inh -6%, FEN1 inhibitor 8% and N370S GC mod -3%.
Cc1ccccc1-c1noc(-c2cccnc2NCc2ccco2)n1 was read as GCN5L2 inh -1% and FEN1 inhibitor 1%.
Cc1ccc2[nH]c(=O)c3cc(C(=O)N4CCN(C(=O)c5ccco5)CC4)sc3c2c1 was read as GCN5L2 inh -6%, FEN1 inhibitor 11% and N370S GC mod -2%.

Other results follow.
`Cc1cc(OCCn2cc(/C(N)=N/O)c3ccccc32)ccc1Cl` gave GCN5L2 inh -19%, FEN1 inhibitor -9% and N370S GC mod inconclusive.
COc1ccc2o/c(=N\O)c(C(=O)Nc3ccc(C)cc3)cc2c1 was read as GCN5L2 inh 1%, FEN1 inhibitor 5% and N370S GC mod 5%.
`CCOC(=O)Cc1nn(Cc2nc(-c3ccc(C)cc3)cs2)c(=O)c2ccccc12` gave GCN5L2 inh -2%, FEN1 inhibitor -24% and N370S GC mod inconclusive.
`CC(Oc1cccnc1[N+](=O)[O-])C(=O)Nc1cccc(Cl)c1` (centres undefined) gave GCN5L2 inh -4% and FEN1 inhibitor 6%.
For Cc1ccc(SC[C@H](CC(C)C)N2CCN(CCc3ccccc3)CCC2=O)cc1 the results were GCN5L2 inh -3%, FEN1 inhibitor -16% and N370S GC mod -2%.
For COc1ccc(Cl)cc1NC(=O)NC(C)C(C)(C)C (centres undefined) the results were GCN5L2 inh 0%, FEN1 inhibitor 43%[activator] and N370S GC mod inconclusive.
O=C1Nc2ccc(Cl)cc2[C@@](C#CC2CC2)(C(F)(F)F)O1 was read as GCN5L2 inh -9% and N370S GC mod 1%.
Cc1ccccc1CN1[C@@H](CC2CCCCC2)COCCS1(=O)=O was read as GCN5L2 inh -6%, FEN1 inhibitor -21%&-5% and N370S GC mod inconclusive.
For O=C(NCCc1ccccc1)c1cnc2sc(N3CCCCCC3)nn2c1=O the results were GCN5L2 inh -9% and FEN1 inhibitor -5%.
O=C(Nc1cc(C(F)(F)F)ccc1N1CCCCC1)c1ccc(Br)o1 was read as GCN5L2 inh -4%, FEN1 inhibitor -6% and N370S GC mod 12%.
`COCCCn1c(=O)c2ccccc2n(Cc2ccc(C)cc2)c1=O` gave GCN5L2 inh -7%, FEN1 inhibitor 0% and N370S GC mod -4%.
Cc1ccc2c(c1)nnn2C1CCN(CC(=O)N2c3ccccc3CC2C)CC1 (centres undefined) was read as GCN5L2 inh -15%, FEN1 inhibitor 1% and N370S GC mod -11%.
`O=C(Cn1c(=O)n(Cc2ccco2)c(=O)c2c3c(sc21)CCCC3)Nc1ccccc1` gave GCN5L2 inh -8%, FEN1 inhibitor 7% and N370S GC mod 21%.
CCOc1ncccc1C(=O)Nc1ccc2nc(C)sc2c1 was read as GCN5L2 inh -4%, FEN1 inhibitor 4% and N370S GC mod 0%.
CCn1cc(C(=O)NCc2ccc(C)cc2)c(=O)c2cc(S(=O)(=O)N(C)C)ccc21 was read as GCN5L2 inh 2%, FEN1 inhibitor -6% and N370S GC mod -11%.
CCOC(=O)C(C(C)=O)c1nc(C)nc2c1nnn2Cc1ccccc1Cl (centres undefined) was read as GCN5L2 inh -19%, FEN1 inhibitor 2% and N370S GC mod 7%.
Screening CCC(=O)Nc1cc(NC(=O)CSc2ncc(-c3ccc(F)cc3)n2Cc2ccco2)ccc1C returned GCN5L2 inh -5%, FEN1 inhibitor -14% and N370S GC mod 11%.
CC(C)(C)NC(=O)C[C@H]1C[C@H](C(=O)N2CCCCC2)[C@@]2(CCc3ccccc3)c3[nH]c4ccc(Cl)cc4c3CCN2C1=O was read as GCN5L2 inh -1% and FEN1 inhibitor -21%.
`O=C1C(O)CC2c3ccccc3CC3(CCCC3)N12` (centres undefined) gave GCN5L2 inh 1%, FEN1 inhibitor 4% and N370S GC mod -15%.
`C=CCN1C(=O)/C(=C\c2ccc(C)cc2)N=C1SCC(=O)NCCC` gave GCN5L2 inh inconclusive, FEN1 inhibitor -9% and N370S GC mod 1%.
`Cc1cc(Nc2ccc([N+](=O)[O-])cc2)c2ccccc2n1` gave GCN5L2 inh inconclusive, FEN1 inhibitor 2% and N370S GC mod -23%.
Screening CCc1nnc(NC(=O)C2CCCN(c3nc4ccccc4s3)C2)s1 (centres undefined) returned GCN5L2 inh -1%, FEN1 inhibitor -6% and N370S GC mod inconclusive.
